HIV peptide binding = inhibitors of HIV fusion peptide binding, primary screen, biochemical, uHTS, fluorescence dequenching (AID 1986) | cell-free peptide binding, fluorescence dequenching, 30 min; higher % means a stronger effect | inhibition, % at 20 µM; hits with a dose series show IC50 in µM | 290,000 tested, 0.3% active; in the data active = inhibition mostly above about 52%, no sharp cut-off; inactive = mostly below about 76%; also: some results filed as inactive read as strong as hits
AID2073 = inhibitors of Mint1-CaV2.2 protein interaction, biochemical, HTRF (AID 2073); Voltage-dependent N-type calcium channel subunit alpha-1B (Homo sapiens); inhibition, % at 20 µM, or IC50 in µM where a hit was titrated; HTRF protein-protein interaction, Mint1-CaV2.2; higher % means a stronger effect; 290,000 tested, 0.19% active; in the data active = inhibition mostly above about 51%, no sharp cut-off; inconclusive = no clear call, values can overlap the other calls; inactive = mostly below about 53%; also: some results filed as inactive read as strong as hits
NTR1 agonist = agonists of NTR1, primary screen, imaging, U2OS cells, beta-arrestin-GFP, high content (AID 493036); NTR1-U2OS beta-arrestin-GFP spot imaging, agonist mode; activation, % at 20 µM; 330,000 tested, 0.17% active;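 active = activation at or above 40% of the spot to cytoplasm intensity ratio, with at least 20 cells analyzed; inconclusive = wells under 20 cells, flagged as cytotoxic or low count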;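 also: 0% = DMSO without peptide and 100% = 100 nM NTR1 peptide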
Target sequence (P30989 whole entry, looked up): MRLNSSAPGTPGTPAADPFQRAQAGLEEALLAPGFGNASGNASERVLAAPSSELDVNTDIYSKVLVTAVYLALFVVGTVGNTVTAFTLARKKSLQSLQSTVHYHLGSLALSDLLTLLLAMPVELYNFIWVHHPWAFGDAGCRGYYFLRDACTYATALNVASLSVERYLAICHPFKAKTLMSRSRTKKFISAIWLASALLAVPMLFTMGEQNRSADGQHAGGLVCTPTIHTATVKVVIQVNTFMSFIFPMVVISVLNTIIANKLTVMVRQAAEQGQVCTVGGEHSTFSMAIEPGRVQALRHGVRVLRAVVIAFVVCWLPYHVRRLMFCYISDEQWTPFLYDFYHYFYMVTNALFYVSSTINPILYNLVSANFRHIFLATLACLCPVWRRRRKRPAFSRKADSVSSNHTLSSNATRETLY
GPR55 LPI antagonism = GPR55 antagonists blocking LPI-driven arrestin recruitment, primary screen, imaging, U2OS, beta-arrestin-GFP, LPI agonist (AID 2013). G-protein coupled receptor 55 (Homo sapiens). U2OS GPR55 beta-arrestin-GFP translocation imaging, LPI antagonism; higher % means a stronger effect. one-dose inhibition, % at 10 µM; IC50 in µM for titrated hits. 290,000 tested, 0.13% active;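 active = spots per cell inhibited over 60%, with over 100 cells counted and total cytoplasm intensity under 500,000; inconclusive = wells with under 100 cells, flagged as likely toxic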;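 also: U2OS cells stably carrying GPR55 and arrestin-GFP stimulated by 5 µM LPI near EC80; imaged beta-arrestin-GFP aggregate spots per cell after agonist stimulation; plate controls were LPI-stimulated DMSO wells for no effect and DMSO wells without LPI for full effect; some results filed as inactive read as strong as hits; confirmed hits need IC50 under 10 µM and bright autofluorescent wells are also inconclusive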
Siah-1 displacement = Siah-1 peptide-binding antagonists, primary screen, biochemical, fluorescence polarization, rhodamine-plectin, uHTS (AID 1817); E3 ubiquitin-protein ligase SIAH1 (Homo sapiens); Siah-1 / rhodamine-plectin peptide fluorescence polarization; higher % means a stronger effect; displacement, % at 20 µM; hits with a dose series show IC50 in µM; 290,000 tested, 0.02% active;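 active = displacement of at least 50% at 20 µM, with a fluorescence ratio check between 0.3 and a set limit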;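 also: plate controls were Siah plus tracer with DMSO for no effect and tracer alone without Siah for full effect; strong numbers were not always called active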
UTI89 phage lysis = inhibition of K1F phage lysis, E. coli UTI89, bacterial capsule biogenesis inhibitors, alamar blue (AID 488966); E. coli UTI89 K1F phage lysis, alamar blue, 2 h; higher % means a stronger effect; one-dose inhibition, % at 100 µM; IC50 in µM for titrated hits; 340,000 tested, 0.02% active;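 active = phage lysis inhibition, versus mean bacterial control, above a set limit; inconclusive = no clear call, values can overlap the other calls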;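 also: capsule biogenesis inhibitors block K1F phage lysis so surviving cells raise fluorescence; higher fluorescence means more inhibition of phage lysis; actives were called in the ten point dose series up to 300 µM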
GPR55 activation = GPR55 agonists via beta-arrestin recruitment, primary screen, imaging, U2OS cells, beta-arrestin-GFP redistribution (AID 1961); 290,000 tested, 0.048% active; G-protein coupled receptor 55 (Homo sapiens); activation, % at 10 µM; hits with a dose series show EC50 in µM; U2OS GPR55 beta-arrestin-GFP redistribution imaging; higher % means a stronger effect;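 active = activation above 40% with more than 50 cells counted in the well; inconclusive = wells holding fewer than 50 cells, flagged as toxic or sparse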;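 also: U2OS osteosarcoma cells stably expressing GPR55 and beta-arrestin-GFP; plate controls were DMSO negative control for no effect and LPI positive control for full effect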
Dengue-2 NS5 capping = Dengue-2 NS5 methyltransferase inhibitors, primary screen, biochemical, confirmation dose response (AID 588689); Dengue-2 NS5 methyltransferase capping enzyme assay, biochemical; higher % means a stronger effect; 340,000 tested, 0.3% active; Genome polyprotein (Dengue virus type 2 (strain 16681-PDK53)); inhibition, % at 25 µM, or IC50 in µM where a hit was titrated; in the data active = a potency from the dose series; inconclusive = inhibition above about 29% without an active follow-up result
GPR35 arrestin U2OS = GPR35 antagonists blocking zaprinast-driven arrestin recruitment, primary screen, imaging, U2OS, beta-arrestin-GFP, zaprinast agonist (AID 2058) | G-protein coupled receptor 35 (Homo sapiens) | U2OS GPR35 beta-arrestin-GFP translocation imaging, zaprinast antagonism; higher % means a stronger effect | one-dose inhibition, % at 10 µM; IC50 in µM for titrated hits | 290,000 tested, 0.052% active;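 active = inhibition of at least 50% with at least 30 cells and total cytoplasm GFP at most 10,000,000; inconclusive = under 30 cells or total GFP of 10,000,000 plus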
NTR1 agonist cell count 20 µM = further read-out of NTR1 agonist, marked with its call; cell count; measured here: cell count, cytotoxicity flag
Dengue-2 NS5 capping pilot replicate = further read-out of Dengue-2 NS5 capping, marked with its call; inhibition, %; measured here: pilot screen replicate inhibition
Starred values were filed as active, the others as inactive; ? = inconclusive; nt = no result given; [ ] = remark or other dose.

SMILES | HIV peptide binding | AID2073 | NTR1 agonist | NTR1 agonist cell count 20 µM | GPR55 LPI antagonism | Siah-1 displacement | UTI89 phage lysis | GPR55 activation | Dengue-2 NS5 capping | GPR35 arrestin U2OS | others
O=C(CC1(O)C(=O)Nc2cc(Cl)cc(Cl)c21)c1ccccc1O (stereo unspecified) | 1.3% | 1.5% | 2.3 | 50 | 10.0% | -0.2% | 0.0% | -0.1% | -8.6% | 9.7%
CC1CN(S(=O)(=O)c2cccc(-c3cn4ccccc4n3)c2)CC(C)O1 (stereo unspecified) | -3.1% | 11.8% | 1.3 | 31 | 1.8% | -7.2% | 0.2% | 0.2% | -0.7% | 4.4%
CCOc1ccc2c(c1)OC(c1ccc(C)cc1)(C(F)(F)F)NC2=O (stereo unspecified) | -2.8% | -1.4% | 6.9 | 56 | 10.1% | -3.4% | 0.3% | 0.2% | -1.3% | -11.2%
Cc1cc(NC(=S)Nc2cccnc2)ccc1Br | 2.2% | 18.5% | 1.3 | 56 | -0.1% | -1.1% | 0.4% | 0.5% | -3.0% | 2.7%
O=C(N/C(=C\c1ccco1)C(=O)N1CCCC1CO)c1ccccc1 (stereo unspecified) | 4.0% | 4.3% | -0.3 | 71 | -0.4% | -4.8% | -0.1% | 0.0% | 13.2% | 6.8%
Cc1ccc(OCc2cc(C(=O)N3CCN(C)C[C@@H]3c3ccccc3)no2)cc1C | -0.2% | 8.9% | 0.2 | 55 | -5.2% | 2.5% | 0.0% | -0.1% | 3.2% | -18.3%
O=C(NCCN1CCOCC1)c1c(F)c(F)c(F)c(F)c1F | -2.0% | -2.7% | 3.0 | 94 | 5.0% | 7.2% | -1.1% | 1.3% | -0.8% | -8.4%
COc1ccc(C(=O)N2CCCC(c3nc(-c4cccs4)no3)C2)cc1OC (stereo unspecified) | 2.3% | -7.6% | 0.1 | 79 | 2.8% | 7.3% | 10.8% | 0.7% | -4.1% | 15.6%
CCOC(=O)C(=Cc1ccc(F)cc1)C(=O)OCC | -1.2% | 6.2% | 15.3 | 54 | 40.6% | 0.8% | nt | 2.9% | nt | 5.8%
CCN(CC)C(=O)CSc1nc2ccccc2n1CC(=O)N1CCN(c2ccccc2OC)CC1 | 3.7% | -0.1% | -0.9 | 54 | 9.6% | -0.2% | -1.0% | -0.1% | -8.0% | -6.3%
COC(=O)Nc1ccc(S(=O)(=O)N2CCCCC2C(=O)NCc2ccco2)cc1 (stereo unspecified) | 5.1% | 7.0% | -2.3 | 98 | 0.3% | 2.8% | 0.4% | 0.2% | -10.2% | 13.2%
COc1cccc(Nc2c3c(nc4c(-c5ccccc5)c(C)nn24)CCC3)c1 | 1.2% | 27.5% | 8.7 | 44 | 21.9% | 2.7% | 7.0% | 0.1% | 2.2% | -5.4%
COc1ccc2nc(N3CCCC3)c(C#N)cc2c1 | 0.5% | 6.5% | 2.6 | 70 | -1.9% | -1.0% | 1.6% | -0.1% | 12.8% | -10.1%
O=C(c1ccco1)N1CCN(Cc2nc(-c3cccs3)no2)CC1 | -0.5% | -1.3% | 0.2 | 56 | -0.2% | -3.0% | 0.1% | 0.2% | -3.5% | 13.0%
CCOC(=O)c1c(N)sc(C(=O)OC)c1C | -0.1% | 2.6% | 0.4 | 85 | -9.3% | -6.0% | 0.2% | 0.2% | -5.4% | -7.7%
O=C(CSc1nnc(COc2ccccc2)n1-c1ccccc1)c1ccccc1 | -2.8% | -5.2% | 1.0 | 64 | 21.3% | 1.5% | -0.5% | -0.1% | -8.1% | 1.0%
O=C(O)CNC(=O)c1ccc(S(=O)(=O)N2CCOCC2)cc1 | -2.4% | 2.9% | 0.0 | 66 | 2.2% | 2.4% | 6.8% | -0.2% | -8.8% | -6.2%
COc1ccc2cc3cc(C(=O)N4CCN(c5ccccc5)CC4)oc3nc2c1 | -1.5% | 27.3% | 3.8 | 88 | 9.8% | -1.4% | -0.1% | -0.1% | -8.1% | 6.0%
CCOc1ccc(C(=O)NCC(=O)OCC(=O)N2CCCC2)cc1 | -0.1% | 6.7% | 0.2 | 46 | 7.1% | 7.5% | -0.3% | 0.5% | 10.9% | 0.0%
O=[N+]([O-])c1cccc(/C=N/n2c(COc3ccccc3)n[nH]c2=S)c1 | 2.6% | -17.8% | 4.1 | 59 | 13.4% | 1.3% | -3.2% | 0.0% | 6.9% | 9.8%
CCOc1cccc(-c2c(C(=O)N/N=C/c3cccs3)nnn2-c2nonc2N)c1 | 0.4% | 12.1% | 3.2 | 60 | -29.8% | -3.9% | 0.0% | 0.0% | 2.7% | 6.0%
COc1ccc(C(=O)C2CCCN(C(=O)c3ccc(C(C)=O)s3)C2)c(C)c1 (stereo unspecified) | 0.4% | -2.5% | -0.1 | 55 | 7.1% | 9.6% | 0.4% | -0.2% | -7.0% | -9.4%
Cc1ccc[n+](CC(=O)/C=C2\N(C)c3ccccc3C2(C)C)c1 | 1.1% | 4.2% | -1.2 | 45 | 10.5% | 38.6% | 2.8% | 1.4% | -3.6% | 0.8%
O=C(COC(=O)c1cccs1)Nc1cccc(S(=O)(=O)NC2=NCCCCC2)c1 | -1.8% | 0.3% | 0.3 | 38 | 4.7% | -3.8% | 0.5% | 0.0% | -2.3% | -4.7%
CNc1ccccc1C(C)(C)c1cc(-c2ccc(F)cc2)no1 | 0.8% | 1.1% | 2.3 | 58 | -0.6% | 4.0% | 2.7% | -0.1% | -2.9% | -6.5%
NNC(=O)COc1ccc(-c2n[nH]c(C(F)(F)F)c2-c2ccc(Br)cc2)c(O)c1 | 4.1% | 6.9% | 4.0 | 63 | 1.7µM* | -7.6% | -2.2% | -0.3% | -4.3% | -21.3%
CCC(=O)Nc1ccc2c(c1)nc(CCN1CCN(C)CC1)n2C | 5.8% | 14.5% | 0.8 | 90 | 3.4% | 4.5% | -1.0% | -0.2% | -1.6% | 9.5%
Cc1csc(SCCn2c(N3CCOCC3)nc3c2c(=O)[nH]c(=O)n3C)n1 | 0.7% | -1.6% | 2.6 | 41 | 5.4% | 2.8% | 12.7% | 0.9% | -4.4% | -1.0%
CC(=O)Nc1ccc(S(=O)(=O)N2CCN=C2SCc2ccc(F)cc2)cc1 | 1.2% | 7.7% | -0.9 | 63 | -19.2% | -4.5% | 0.6%[50 µM] | -0.1% | -2.6% | 4.7%
Cc1ccccc1C(=O)NC(=S)NCC1CCCO1 (stereo unspecified) | -1.1% | -6.3% | -0.2 | 41 | 10.3% | 3.0% | -0.1% | 0.3% | -2.1% | 14.4%
COc1ccccc1C1/C(=C(/O)c2ccc(C)cc2)C(=O)C(=O)N1CC(C)O (stereo unspecified) | -2.0% | -2.5% | -0.4 | 37 | 10.3% | 4.6% | 2.0% | -0.1% | 3.2% | 11.0%
O=C(NC1CCS(=O)(=O)C1)C1C2CC3CC(C2)CC1C3 (stereo unspecified) | -2.0% | 0.7% | -1.5 | 54 | -1.1% | 1.6% | 0.1% | -0.1% | -4.0% | 3.2%
COC(=O)c1cc(S(=O)(=O)NCC2CCN(Cc3ccc(F)cc3)CC2)cn1C | -0.6% | -4.8% | 1.6 | 63 | 1.9% | 0.3% | 0.2% | -0.1% | -7.1% | 12.3%
O=C(NNC(=O)C1CC1c1ccccc1)c1cccc([N+](=O)[O-])c1 (stereo unspecified) | -1.2% | 0.8% | 2.1 | 41 | 0.1% | 1.2% | 0.0%[50 µM] | 0.2% | -2.5% | 9.1%
CN(C)c1ccc(/C=c2/sc3n(c2=O)NC2(c4ccccc4)N(C)C(=O)N(C)C2(c2ccccc2)N=3)cc1 (stereo unspecified) | 1.8% | 9.0% | -0.2 | 48 | 9.7% | 2.7% | nt | 0.5% | nt | 11.5%
COc1ccc(C)cc1Nc1n[n+](C)c(-c2ccc(C(=O)O)cc2)s1 | 9.1% | 25.7% | nt | nt | 19.8% | -0.9% | nt | 0.6% | nt | 3.9%
O=C(c1cc(Cl)ccc1Cl)N1CCN(Cc2ccccc2)CC1 | 1.4% | 0.6% | 1.4 | 55 | -16.1% | 4.8% | 0.8% | -0.2% | -5.9% | -12.3% | Dengue-2 NS5 capping pilot replicate=-4.3
Cc1nc(NC(=O)CCC(=O)O)sc1C(=O)N(C)C | -0.2% | 1.4% | -1.2 | 46 | 14.2% | 2.2% | 0.2% | 0.5% | 8.4% | 2.2%
O=C1CCCC/C1=C/Nc1ccc(C(=O)O)cc1 | -0.8% | -11.0% | 0.3 | 61 | 0.3% | 0.5% | 0.9% | -0.1% | 0.0% | -3.6%
Cn1c(=O)c2c(nc(NCc3ccco3)n2CC(O)COc2ccccc2)n(C)c1=O (stereo unspecified) | 15.6% | -1.0% | 2.5 | 48 | 9.8% | 7.6% | -0.6% | -0.1% | -10.9% | -7.1%
CN(C)C(C)(C)C#CCC(c1ccccc1)c1ccccc1 | -2.0% | 29.8% | 0.9 | 44 | 6.7% | -5.2% | ? | 0.1% | -1.4% | 11.5%
CCOC(=O)c1cc(C)nn1-c1nc(Cl)cc(OC)n1 | -1.5% | -4.4% | 4.5 | 73 | 1.8% | -0.3% | 3.0%[50 µM] | -0.3% | -2.6% | 16.7%

Three structures already listed, arranged by SMILES length, descending:
SMILES | HIV peptide binding | AID2073 | NTR1 agonist | NTR1 agonist cell count 20 µM | GPR55 LPI antagonism | Siah-1 displacement | UTI89 phage lysis | GPR55 activation | Dengue-2 NS5 capping | GPR35 arrestin U2OS | others
COc1ccccc1C1/C(=C(/O)c2ccc(C)cc2)C(=O)C(=O)N1CC(C)O (stereo unspecified) | -2.0% | -2.5% | -0.4 | 37 | 10.3% | 4.6% | 2.0% | -0.1% | 3.2% | 11.0%
O=C(NNC(=O)C1CC1c1ccccc1)c1cccc([N+](=O)[O-])c1 (stereo unspecified) | -1.2% | 0.8% | 2.1 | 41 | 0.1% | 1.2% | 0.0%[50 µM] | 0.2% | -2.5% | 9.1%
CN(C)C(C)(C)C#CCC(c1ccccc1)c1ccccc1 | -2.0% | 29.8% | 0.9 | 44 | 6.7% | -5.2% | ? | 0.1% | -1.4% | 11.5%

Compound activity deposited in PubChem BioAssay by several laboratories.
